# From PubChem
# mIAP inh: inhibitors of mouse IAP, primary screen, biochemical, luminescence, uHTS; inhibition, % at 10 µM; purified mouse IAP, CDP-Star luminescence, 30 min; 330,000 tested, 0.2% active;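 active = inhibition of at least 40% at 10 µM in the primary screen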;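 also: plate controls were DMSO with enzyme for no effect and no enzyme wells for full effect; values of inactives mirror those of a sister screen read the other way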
# beta cell repl: inducers of MIN6 beta-cell proliferation, primary screen, ATP luminescence, uHTS. MIN6 cells proliferation, ATPlite luminescence, 48 h; cells starved in 0.2% serum; 100% = growth in 10% serum. proliferation, % at 10 µM. 330,000 tested, 0.29% active. AID 2380, 2010;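 active = compounds whose signal lies at least 3.5 SD above the mean of all wells on their plate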;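 also: 0% = DMSO-treated cells in low-serum medium and 100% = 10% serum control; some compounds called inactive have numbers as strong as hits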
# mIAP activ: activators of mouse IAP, primary screen, biochemical, luminescence, uHTS; activation factor at 10 µM; muIAP, CDP-Star luminescence, 30 min; active compounds read high; 1 = vehicle-only enzyme signal, 0 = enzyme-free wells; AID 2805, 2010; intestinal alkaline phosphatase [Mus musculus]; 330,000 tested, 0.24% active;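 active = activation factor of at least 2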; also: the source names both 10 and 20 µM as test concentration; values of inactives mirror those of a sister screen read the other way
#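 Assay system: mouse IAP enzyme / Compound: DMSO-dissolved test compounds / Timing: 30 min, room temperature / Measured by: luminescence from enzymatic CDP-Star hydrolysis / Control set: DMSO-only wells, enzyme-free buffer wells as negative control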
# ATG4B inh: ATG4B protease inhibitors, primary screen, biochemical, fluorescence, uHTS. Cysteine protease ATG4B (Homo sapiens), Q9Y4P1. ATG4B cleavage of LC3-PLA2, NBD-HPC fluorescence, 1 h. inhibition, % at 8.33 µM. 340,000 tested, 0.51% active. AID 504462, 2011; in the data active = inhibition above about 40%
# Target sequence (Q9Y4P1 whole entry, looked up): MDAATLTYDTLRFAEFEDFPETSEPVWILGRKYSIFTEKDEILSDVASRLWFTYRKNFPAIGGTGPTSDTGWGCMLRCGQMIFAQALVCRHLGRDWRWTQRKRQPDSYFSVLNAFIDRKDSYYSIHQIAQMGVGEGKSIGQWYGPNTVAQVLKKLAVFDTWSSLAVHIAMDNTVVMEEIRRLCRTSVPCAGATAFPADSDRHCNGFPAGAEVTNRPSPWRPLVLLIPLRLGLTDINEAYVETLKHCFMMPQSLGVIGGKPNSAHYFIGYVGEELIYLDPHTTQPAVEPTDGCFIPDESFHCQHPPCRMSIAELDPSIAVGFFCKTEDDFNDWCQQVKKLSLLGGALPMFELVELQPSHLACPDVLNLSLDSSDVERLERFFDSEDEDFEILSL
# hIAP block: human IAP inhibitors, primary screen, biochemical, luminescence, uHTS. Intestinal-type alkaline phosphatase (Homo sapiens), P09923. purified IAP, CDP-Star luminescence, 30 min. inhibition, % at 10 µM. 330,000 tested, 0.12% active. AID 2544, 2010;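 active = inhibition reaching a set limit with compound at 10 µM in the primary screen, cut at about 35% in these data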;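 also: plate controls were DMSO wells with enzyme for no effect and no-enzyme buffer wells for full effect; values of inactives mirror those of a sister screen read the other way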
# APOBEC3G inh: APOBEC3G DNA deaminase inhibitors, primary screen, biochemical, fluorescence, single-stranded DNA substrate, uHTS. 330,000 tested, 0.28% active. inhibition, % at 20 µM. DNA dC->dU-editing enzyme APOBEC-3G (Homo sapiens), Q9HC16. recombinant A3G, ssDNA deamination FAM/TAMRA fluorescence;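 active = inhibition of at least 40% at 20 µM, with no more than 30% in the related APOBEC3A deaminase screen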;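 also: plate controls were DMSO wells with A3G for no effect and wells lacking A3G enzyme for full effect; some compounds called inactive have numbers as strong as hits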
# Target sequence (Q9HC16 whole entry, looked up): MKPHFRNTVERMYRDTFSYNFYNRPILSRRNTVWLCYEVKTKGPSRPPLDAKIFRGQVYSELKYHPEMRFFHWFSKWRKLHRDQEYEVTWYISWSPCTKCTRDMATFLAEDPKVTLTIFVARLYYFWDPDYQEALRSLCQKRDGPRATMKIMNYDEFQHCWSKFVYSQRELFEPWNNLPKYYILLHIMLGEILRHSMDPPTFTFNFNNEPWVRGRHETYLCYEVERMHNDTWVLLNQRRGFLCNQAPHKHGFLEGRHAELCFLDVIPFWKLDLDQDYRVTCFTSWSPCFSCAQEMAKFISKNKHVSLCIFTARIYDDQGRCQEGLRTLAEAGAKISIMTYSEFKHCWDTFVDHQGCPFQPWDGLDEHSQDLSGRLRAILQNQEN
# hIAP activ: human IAP activators, primary screen, biochemical, luminescence, uHTS. Intestinal-type alkaline phosphatase (Homo sapiens), P09923. purified human IAP, CDP-Star luminescence, 30 min; active compounds read high; 1 = vehicle-only enzyme, 0 = enzyme-free background. activation factor at 10 µM. 330,000 tested, 0.16% active. AID 2524, 2010;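 active = activation factor of the enzyme at least 2-fold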; also: the source names both 10 and 20 µM as test concentration; values of inactives mirror those of a sister screen read the other way
# MPTP inh: mitochondrial permeability transition pore inhibitors, primary screen, biochemical, isolated mouse mitochondria, absorbance | Ca2+ swelling absorbance, 30 min | inhibition, % at 10 µM | 360,000 tested, 1.4% active;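 active = inhibition of 50% or more, scaled per plate between neutral and stimulator controls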;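 also: 0% = DMSO wells given calcium and 100% = 1 mM EGTA wells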
# A3A deaminase: APOBEC3A ssDNA deaminase inhibitors, primary screen, selectivity assay for APOBEC3G inhibitor project, biochemical, FAM/TAMRA oligo cleavage fluorescence; 330,000 tested, 0.41% active; DNA dC->dU-editing enzyme APOBEC-3A (Homo sapiens), P31941; recombinant A3A, FAM/TAMRA ssDNA deamination fluorescence; inhibition, % at 20 µM; AID 493011, 2011;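 active = at least 40% inhibition at 20 µM here, with at most 30% in a related deaminase screen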;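 also: plate controls were A3A with DMSO for no effect and wells lacking A3A enzyme for full effect; some results filed as inactive read as strong as hits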
# Target sequence (P31941 whole entry, looked up): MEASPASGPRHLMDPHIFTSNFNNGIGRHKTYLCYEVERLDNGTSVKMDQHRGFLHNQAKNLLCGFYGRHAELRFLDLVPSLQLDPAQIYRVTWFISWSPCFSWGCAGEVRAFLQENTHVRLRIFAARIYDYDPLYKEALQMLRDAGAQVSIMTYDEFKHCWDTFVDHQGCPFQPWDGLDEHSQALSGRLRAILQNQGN
# Active calls of the source: *; · = not tested or not shown.
SMILES,mIAP inh,beta cell repl,mIAP activ,ATG4B inh,hIAP block,APOBEC3G inh,hIAP activ,MPTP inh,A3A deaminase
CS(=O)(=O)N1CCCC(C(=O)Nc2ccc3c(c2)OCCO3)C1 (stereo not drawn),4.4,-0.6,0.956,-7.3,-7.1,-1.0,1.07,1.1,-1.9
COc1ccc(/C=C/S(=O)(=O)NCc2ccccc2)cc1OC,-2.6,-2.0,1.03,-3.6,5.0,-3.8,0.95,-1.0,-1.9
O=C(NCC1CCCO1)C1CCCN(S(=O)(=O)c2cccc3nsnc23)C1 (stereo not drawn),-4.1,-1.6,1.04,-5.2,1.5,-5.7,0.985,-0.8,-4.6
O=C(NCc1ccccc1Cl)c1cc(C(=O)C2CC2)c[nH]1,-4.9,0.1,1.05,-0.8,4.1,-1.8,0.959,1.2,-2.9
CC(C)(C)c1cc(CCC(=O)N2CCNCC2)c(C(C)(C)C)cc1O,1.4,-4.3,0.986,-11.7,8.6,1.7,0.914,0.7,2.6
CC(/C=N/NC(=O)c1ccncc1)=C\c1ccc(C(C)C)cc1,8.4,-1.2,0.916,-8.8,-17.9,-6.0,1.18,0.4,-3.1
c1ccc(NC2=NCCN2CCC2CCCCC2)cc1,-4.9,1.5,1.05,4.8,4.1,-9.6,0.959,-0.2,-5.2
COc1cccc(CNS(=O)(=O)c2cc(CN3C(=O)c4cccnc4C3=O)ccc2OC)c1,8.4,-4.3,0.916,-7.4,-42.1,-3.9,1.42,0.8,-1.9
O=C(NCCCN1CCOCC1)c1cc(-c2ccc(F)cc2)nc2ccccc12,3.9,-0.1,0.961,-0.9,-3.3,2.2,1.03,-1.1,0.2
Cc1cc(C)n2nc(C(=O)NCc3ccco3)nc2n1,-16.1,-3.1,1.16,-13.5,-2.8,-4.4,1.03,-1.1,-2.9
Cc1cccc(N2CCN(C(=O)c3nn(C)c4c3CS(=O)(=O)c3ccccc3-4)CC2)c1C,-6.1,-1.1,1.06,-0.7,12.0,-0.6,0.88,-0.2,-2.5
O=C(c1ccc(F)cc1)c1ccc(OCC(=O)N2CCOCC2)cc1,-12.7,-0.6,1.13,-3.5,2.7,-5.9,0.973,-1.5,-1.0
COC(=O)c1ccc(CSc2ccc3nnc(-c4ccc(OC)c(OC)c4)n3n2)o1,-2.6,-0.3,1.03,-8.0,-10.6,-6.8,1.11,1.8,2.9
CCCn1nnnc1NCc1cccc(OC)c1,-8.2,1.0,1.08,-4.2,-16.2,1.3,1.16,-2.1,-3.0
O=C1Nc2ccccc2C(O)(C(=O)N2CCCCC2)N1c1ccccc1 (stereo not drawn),7.1,-3.4,0.929,4.0,21.0,-6.8,0.79,0.2,-0.6
Cc1ccc(/C=N/Nc2cc(C)nc(N3CCOCC3)n2)cc1,-13.4,-1.1,1.13,-8.3,-26.8,-5.2,1.27,2.6,-2.6
Cc1ccc(CN2CCN(/N=C\c3cccc([N+](=O)[O-])c3)CC2)cc1,0.3,-0.7,0.997,-1.0,-9.4,-7.8,1.09,1.6,-5.8
O=C(CCc1ccc(S(=O)(=O)N2CCOCC2)cc1)Nc1ccc(F)c(F)c1F,4.1,-4.1,0.959,-4.8,5.4,-3.3,0.946,-0.6,-1.5
Cc1cccc2cc(/C=N/Nc3ccc(C(=O)O)cc3)c(Cl)nc12,9.2,0.0,0.908,11.1,-2.1,-2.0,1.02,0.2,3.0
CCN(CC(=O)Nc1ccc(NC(C)=O)cc1)C(=O)C1CC(=O)N(CCc2ccc(OC)c(OC)c2)C1 (stereo not drawn),4.7,-4.6,0.953,6.4,-2.6,-5.5,1.03,-2.5,-1.8
Cc1ccnc(NC(=O)Cn2ccc([N+](=O)[O-])n2)c1,-0.7,0.0,1.01,4.9,1.0,-0.6,0.99,0.7,4.8
C=CCC(=O)NC1CC(C)(C)Cc2c1cnn2-c1ccc(C)cc1 (stereo not drawn),-3.1,-0.8,1.03,1.9,19.2,-5.3,0.808,-0.4,-1.8
Cc1sc2ncnc(NCCN3CCOCC3)c2c1C,4.2,-0.3,0.958,-5.2,-0.4,-7.1,1,20.2,-5.6
Cc1ccc(-c2cc(C(=O)N3CCCC3)c3ccccc3n2)s1,1.8,-5.8,0.982,4.1,7.9,3.1,0.921,-0.9,-2.3
Cc1ccccc1N1CCN(Cc2ccc([N+](=O)[O-])o2)CC1,-15.3,-1.5,1.15,-2.3,-34.7,-3.4,1.35,0.2,-3.4
O=C1C=C(NCc2ccccc2)C2(CCCCC2)O1,1.2,-3.6,0.988,-3.5,-13.5,-2.4,1.14,1.6,-0.5
Cc1ccc(C)c(OC(=O)CN2C(=O)c3ccccc3C2=O)c1,-0.7,1.8,1.01,16.1,6.0,-10.4,0.94,-0.2,-7.3
O=C(NC(=S)N1CCOCC1)c1ccc([N+](=O)[O-])cc1,2.3,-1.4,0.977,3.4,-10.9,-8.0,1.11,-1.7,-5.3
COc1ccc(C(=O)CN2C(=O)NC3(CCc4ccccc43)C2=O)c(OC)c1 (stereo not drawn),-3.6,4.3,1.04,1.1,-2.3,-9.3,1.02,4.5,-0.9
Cn1cccc1C1C(C#N)=C(N)OC2=C1C(=O)CC(C)(C)C2 (stereo not drawn),3.9,5.2,0.961,-1.8,-10.5,14.5,1.1,1.4,0.1
Cc1ccc(/C=N/NC(=O)CNC(=O)c2cccc([N+](=O)[O-])c2C)o1,-5.4,0.4,1.05,-4.2,-10.3,-3.3,1.1,-1.5,0.1
O=C(CCOc1ccccc1)Nc1nnc(-c2ccc3c(c2)OCCO3)o1,2.5,-2.6,0.975,2.8,-15.8,-12.4,1.16,0.9,-0.2
Cc1cc(C)n(C(=O)c2ccncc2)n1,10.5,-0.1,0.895,·,-6.5,-10.0,1.06,·,-4.6
CCN(CC)S(=O)(=O)c1cccc(NC(=O)c2ccc(Br)cc2)c1,2.0,-3.8,0.98,-9.6,1.3,-4.9,0.987,-0.5,-1.1
CC(=O)N(Cc1ccco1)C1(C(=O)NC2CCCCC2)CCCCC1,-2.7,-2.0,1.03,-12.5,13.1,-0.1,0.868,0.6,3.1
Cc1c(NC(=O)c2cc(-c3cccs3)on2)c(=O)n(-c2ccccc2)n1C,-2.5,-0.6,1.02,6.5,0.5,0.2,0.995,0.2,3.2
CCc1cccc2c1NC(=O)C21N2CCCC2C(C(=O)c2ccc3ccccc3c2)C12C(=O)Nc1ccccc12 (stereo not drawn),4.7,-6.3,0.953,4.7,14.4,-3.0,0.856,5.6,5.0
C#CCOCCOCCOCCNc1nc(N2CCN(C(=O)C([C@@H](C)O)n3cc([C@@H](N)CCCCN)nn3)CC2)nc(N2CCN(C(=O)[C@H](CC(N)=O)n3cc(C(N)[C@@H](C)CC)nn3)CC2)n1 (stereo partly drawn),-1.6,-3.5,1.02,1.9,7.1,-2.3,0.929,0.1,-1.2
CO/N=C(/CS(=O)(=O)c1ccc(Br)cc1)c1ccc(OC)cc1,8.7,-0.6,0.913,-1.1,-18.1,5.9,1.18,-1.8,3.3
CCC1=C(OC(=O)N(CC)CC)N2C(=O)OC(=NCc3ccccc3)[C@]2(C)[C@H]2C1=CC[C@H]1C(=O)NC(=O)[C@H]12,-0.6,-6.0,1.01,-6.3,-9.2,-9.1,1.09,-0.3,-2.7

# The closing two entries of the section above lead into the next:
SMILES,mIAP inh,beta cell repl,mIAP activ,ATG4B inh,hIAP block,APOBEC3G inh,hIAP activ,MPTP inh,A3A deaminase
CO/N=C(/CS(=O)(=O)c1ccc(Br)cc1)c1ccc(OC)cc1,8.7,-0.6,0.913,-1.1,-18.1,5.9,1.18,-1.8,3.3
CCC1=C(OC(=O)N(CC)CC)N2C(=O)OC(=NCc3ccccc3)[C@]2(C)[C@H]2C1=CC[C@H]1C(=O)NC(=O)[C@H]12,-0.6,-6.0,1.01,-6.3,-9.2,-9.1,1.09,-0.3,-2.7
O=C(Nc1ccc(NC(=O)c2ccc([N+](=O)[O-])cc2[N+](=O)[O-])cc1)c1ccco1,-2.7,-2.6,1.03,2.1,2.6,-11.0,0.974,-1.5,-3.9
O=C(O)C(CC1CCCCC1)N1CCS(=O)(=O)CC1 (stereo not drawn),15.6,-1.7,0.844,-1.2,0.2,-5.9,0.998,-0.5,-3.2
N#Cc1c(NCCCO)nc(NCc2ccccc2)c2c1CCN(Cc1ccccc1)C2,-1.1,-3.9,1.01,22.4,8.9,5.0,0.911,-1.9,-3.7
CCN(CC)CCn1c(=N)n(CCOc2ccccc2)c2ccccc21,-8.6,-5.5,1.09,-5.5,0.9,-5.0,0.991,77.5*,-2.8
Cc1c(C)n(CCO)c2ncnc(Nc3ccc(F)cc3)c12,6.4,-3.1,0.936,-6.0,9.0,0.8,0.91,-0.6,-1.6
Cc1cc(C)c(NC(=O)CNC(=O)COC(=O)/C=C/c2cccs2)c(C)c1,8.6,-0.3,0.914,2.1,-5.0,2.9,1.05,1.5,1.7
O=C(NCc1ccccc1)C(c1cccnc1)N(C(=O)c1ccccn1)c1ccc(F)cc1 (stereo not drawn),7.3,0.0,0.927,-11.1,8.5,-0.4,0.915,0.8,-0.5
CC(Sc1nnc(C2CCCCC2)n1N)C(=O)NCc1ccc2c(c1)OCO2 (stereo not drawn),-0.2,-1.8,1,6.0,13.1,-2.9,0.869,-1.9,-1.3
O=C(O)c1ccc(NNC(=S)Nc2cc(C(F)(F)F)ccc2Cl)cc1,10.0,0.0,0.9,-5.7,-9.0,-8.6,1.09,1.3,-3.9
O=C(c1cnccn1)N1CCc2ccccc2C1,-7.8,-1.4,1.08,-5.5,-10.0,11.8,1.1,6.0,-2.0
CCN(Cc1ccccc1)C(=O)CSc1ccccc1C(=O)O,4.6,-2.2,0.954,-2.8,10.3,-4.4,0.897,-0.2,3.6
Cc1ccc(NC(=S)N(Cc2cccc(Br)c2)CC2CCC(C(=O)O)CC2)cc1 (stereo not drawn),5.5,-0.6,0.945,3.3,8.4,-9.0,0.916,-0.5,-7.1
Nc1cc(C(=O)OCC(=O)NCc2ccc(F)cc2)ccc1Cl,3.1,2.1,0.969,-0.9,7.3,-0.1,0.927,0.6,-1.4
COCC(=O)N(CCc1ccc(OC)c(OC)c1)Cc1cc2cc(C)ccc2nc1Cl,0.2,-0.7,0.998,-6.7,-0.4,-3.1,1,0.4,-2.0
NS(=O)(=O)c1ccc(CCNC(=O)CNC(=O)c2ccccc2Br)cc1,4.1,-1.7,0.959,-7.7,20.1,-7.8,0.799,-1.7,-5.2
Fc1ccc(NC(=S)Nc2ccc(Cl)cc2)cc1,1.1,-4.8,0.989,3.1,-6.5,-6.2,1.06,80.4*,-2.7
O=C(Nc1nc2c(F)cc(F)cc2s1)c1ccccn1,11.9,-6.9,0.881,-1.5,-40.4,-3.0,1.4,-0.5,0.9
